# TNF death inh: TNF-alpha cell death inhibition in Jurkat FADD-/- cells; Jurkat FADD-/- TNF necroptosis rescue, ATP luminescence, 24 h; 0 = TNF only, 100 = no-TNF cells; activation (protection from cell death), % at 10 µM; hit rate 0.068% among 220,000;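 active = activation, meaning protection from cell death, of at least 50% relative to plate controls; inactive = activation below 50%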;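 also: necroptosis triggered by 40 ng/mL TNF-alpha added together with compound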
# PGE2 EP2 inh: blocks the human prostaglandin E2 receptor EP2. P43116. AID 1422. hit rate 0.52% among 260,000. C6 glioma cells expressing human EP2, cAMP TR-FRET; cells stimulated with saturating PGE2. inhibition, % at 25 µM;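 active = percent inhibition above 40 after rounding to a whole number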;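 also: rat C6 glioma host cells with rolipram phosphodiesterase inhibitor present; the protocol text gives 20 µM as final concentration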
# Target sequence (P43116 whole entry, looked up): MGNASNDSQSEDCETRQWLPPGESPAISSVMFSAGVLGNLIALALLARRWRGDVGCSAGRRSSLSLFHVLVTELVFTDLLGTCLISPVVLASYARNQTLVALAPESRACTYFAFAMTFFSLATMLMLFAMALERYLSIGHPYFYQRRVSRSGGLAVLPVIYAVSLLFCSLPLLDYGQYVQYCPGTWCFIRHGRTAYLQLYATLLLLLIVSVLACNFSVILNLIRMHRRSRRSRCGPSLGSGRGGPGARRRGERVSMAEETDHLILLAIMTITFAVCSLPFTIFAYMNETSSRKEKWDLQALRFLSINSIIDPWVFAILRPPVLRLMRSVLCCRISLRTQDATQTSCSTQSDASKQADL
# FXIIa inh 1536: factor XIIa (human) inhibition; hit rate 0.3% among 220,000; inhibition, % at 5 µM; P00748; purified FXIIa, Boc-QGR-AMC fluorogenic substrate, 2 h; in the data active = inhibition above about 40%;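 also: 0% = enzyme with no compound and 100% = blank without enzyme; many of its hits are not listed in these tables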
# Target sequence (P00748 20-372 limits assumed): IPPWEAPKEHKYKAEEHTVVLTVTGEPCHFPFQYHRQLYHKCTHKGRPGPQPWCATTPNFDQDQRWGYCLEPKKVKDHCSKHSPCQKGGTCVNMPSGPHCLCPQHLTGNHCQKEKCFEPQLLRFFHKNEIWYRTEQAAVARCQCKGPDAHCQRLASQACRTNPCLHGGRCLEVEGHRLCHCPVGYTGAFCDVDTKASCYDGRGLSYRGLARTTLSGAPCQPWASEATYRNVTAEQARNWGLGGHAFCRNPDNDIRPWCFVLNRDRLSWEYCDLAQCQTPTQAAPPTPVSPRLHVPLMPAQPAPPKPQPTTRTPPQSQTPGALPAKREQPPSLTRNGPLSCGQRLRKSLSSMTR
# Target sequence (P00748 373-615 limits assumed): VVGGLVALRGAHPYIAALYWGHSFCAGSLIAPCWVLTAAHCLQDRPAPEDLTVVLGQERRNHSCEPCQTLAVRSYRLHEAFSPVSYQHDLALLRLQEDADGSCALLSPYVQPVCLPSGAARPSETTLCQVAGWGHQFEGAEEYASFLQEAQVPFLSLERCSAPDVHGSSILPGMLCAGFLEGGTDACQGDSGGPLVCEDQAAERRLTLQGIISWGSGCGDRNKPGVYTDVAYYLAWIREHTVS
# CHOP inhibitor: blocks CHOP induction under ER stress; hit rate 3.8% among 220,000; inhibition, % at 10 µM; CHO-K1 CHOP-promoter luciferase, tunicamycin-induced, 15-18 h; AID 2732;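 active = compounds that reduced the stress-induced luciferase reporter signal by more than about 70% of percent inhibition, limit read from the data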;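 also: 0% = tunicamycin plus vehicle and 100% = wells without tunicamycin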
# FXIa inh 1536: blocks human coagulation factor XIa protease activity | purified FXIa, Boc-Glu-Ala-Arg-AMC fluorogenic substrate | hit rate 0.14% among 220,000 | inhibition, % at 5 µM | AID 798;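 active = inhibition of at least 40%; inactive = inhibition below 40%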;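 also: fluorescence of freed AMC excited at 355 nm; 0% = enzyme without compound and 100% = no enzyme blank; many of its hits are not listed in these tables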
# Wee1 degr inh: inhibitors of human Wee1 degradation. AID 1321. HeLa Luc-Wee1K328M stability, luciferase luminescence; 100% = proteasome inhibitor MG132 effect. hit rate 1.2% among 220,000. P30291. reporter increase, % at 5 µM;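 active = activation above the mean of all tested compounds plus 3 SD, set per screening run, cut at about 8.8% in these data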;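 also: cells exposed to compound for 20 h before luminescence read; 0% = DMSO alone and 100% = MG132 at 30 µM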
# TbHK1 inh: T. brucei hexokinase 1 inhibition. recombinant TbHK1, G6PDH-coupled NADH A340. hit rate 0.11% among 220,000. inhibition, % at 10 µM;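 active = inhibition of 50% or more in the single-dose primary screen; inactive = inhibition below 50%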
# PPC-1+TRAIL kill: compounds killing PPC-1 cancer cells with TRAIL present (potentiator screen, no TRAIL-free arm). AID 1443. cell killing (% activity), % at 4 µM. PPC-1 cells + TRAIL, ATPLite viability luminescence. hit rate 0.41% among 220,000;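 active = cell killing above 50% in the first pass at 4 µM, then a duplicate retest at 5 µM averaging 50% or more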;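 also: plate controls were cells with TRAIL plus DMSO for no effect and medium-only wells lacking cells for full effect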
# zVAD death inh: L929 zVAD cell death inhibition; L929 zVAD necroptosis rescue, ATP luminescence, 24 h; with zVAD 60 µM; viability rescue, % at 10 µM; hit rate 0.38% among 220,000; AID 1377;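 active = activation, scaled between plate controls, above about 75%, limit read from the data; inactive = activation under that limit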;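 also: 0% = zVAD with DMSO and 100% = DMSO alone without zVAD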
# The depositor's hits bear a star; nt = no result given; & = joins results of further samples.
SMILES,TNF death inh,PGE2 EP2 inh,FXIIa inh 1536,CHOP inhibitor,FXIa inh 1536,Wee1 degr inh,TbHK1 inh,PPC-1+TRAIL kill,zVAD death inh
O=C1C(=O)N(CCN2CCOCC2)C(c2ccccn2)/C1=C(/O)c1ccc(Cl)cc1 (stereo not given),1.1,9.8,2.8,-13.4,6.2,0.1,-50.0,16.9,0.8
O=C(O)CCCn1c(=O)[nH]c2ccccc2c1=O,-4.8,11.2,8.0,-10.2,0.1,-3.1,5.6,3.5,-0.3
COC(=O)COc1cccc(NC(=O)c2cc(OC)cc(OC)c2)c1,-0.2,5.8,10.5,5.8,-1.1,7.5,1.6,19.3,5.2
COC(=O)C1=C(C)Nc2ncnn2C1c1ccc(OC(=O)c2ccccc2)cc1 (stereo not given),1.1,9.1,16.1,-2.5,3.5,-1.4,23.2,23.3,-0.5
CC(C)CCNC(=O)CCn1nc(-c2ccccc2)ccc1=O,-0.1,nt,10.6,25.5,-0.8,-0.8,-8.6,4.0,0.5
NC(=O)CSc1nnc(-c2cccs2)n1-c1ccccc1,-0.8,7.7,8.7,-6.7,1.4,-4.5,-0.2,-10.7,0.1
C=C(C)c1cccc(C(C)(C)NC(=O)N2CC(C)OC(C)C2)c1 (stereo not given),0.1,13.9,1.4,30.5,26.6,-1.1,4.0,-15.5,0.1
Cc1ccc(-n2c(=O)c(C#N)cc3c(=O)n4ccccc4nc32)cc1C,1.8,2.2,-6.1,-2.5,-11.6,1.2,-9.9,4.2,-0.4
Oc1ccc(CN2CCCc3ccccc32)c2cccnc12,-5.8,8.5,16.9,8.5,8.0,1.0,12.0,19.8,1.0
Cc1ccc(O)c(N=Nc2ccc(S(=O)(=O)N3CCOCC3)cc2)c1,-0.2,8.3,14.8,11.5,-0.1,-1.5,-5.7,8.0,71.5
CC1CCN(C(=S)Nc2ccc(SC(F)F)cc2)CC1,0.8,5.8,-0.2,68.9,1.5,2.4,31.6,45.1,-0.3
O=C(N1CCCCC1)C1(c2ccccc2)CCOCC1,-0.2,15.6,8.6,-1.3,0.5,-1.1,3.7,11.7,-0.1
O=C(CCCOc1ccccc1)N1CCN(C(=O)c2ccco2)CC1,-3.6,11.2&8.8,10.3,-4.1,4.9,-1.2,1.6,11.0,-0.2
CC(=O)c1cn(CC(=O)Nc2ccc(C)cc2C)c2ccccc12,-7.1,-0.7,15.8,27.6,7.8,-1.3,3.8,25.5,-0.6
O=C(NCCc1ccccc1)C1CCN(S(=O)(=O)c2cccc3nonc23)CC1,0.1,11.0,16.3,-11.5,6.0,0.4,-10.4,6.3,-0.1
Cc1c(NC(=O)CSc2nnc(N)s2)c(=O)n(-c2ccccc2)n1C,0.8,7.2,12.0,6.2,-1.6,0.1,2.5,13.1,0.5
CCC(C(=O)Nc1ccsc1C(=O)OC)c1ccccc1 (stereo not given),-1.5,7.1,nt,43.4,-1.7,-0.5,-1.8,8.2,0.8
c1ccc(OCc2nc3ccccc3s2)cc1,0.1,6.9,0.0,22.0,-4.3,-0.1,-2.8,12.2,-0.2
O=C(COC(=O)c1ccc(O)cc1)NCCCc1ccccc1,1.6,4.8,42.7*,-28.7,27.8,-0.8,6.4,10.5,-1.5
Cc1cc(C(=O)COC(=O)c2ccc(CO)cc2)c(C)n1CC1COc2ccccc2O1 (stereo not given),0.3,15.0,6.1,27.4,0.5,6.4,-9.7,10.0,2.3
CCCn1nnc(NC(=O)c2cc(Br)cc(Br)c2OC)n1,-0.6,0.4,8.2,-4.5,-1.5,1.6,4.4,2.1,-0.2
CCCn1c(N2CCN(CC(=O)c3c(C)n(C)c4ccccc34)CC2)nc2c1c(=O)[nH]c(=O)n2C,-12.6,19.1,-4.4,22.2,-10.6,-0.9,-2.5,7.3,-0.3
O=C(N/N=C/C(Cl)=C\c1ccccc1)c1cnccn1,-0.4,11.1,17.9,11.1,7.1,-1.1,-67.7,14.9,0.0
CC(NC(=O)CN(C)Cc1nc2ccccc2c(=O)[nH]1)c1ccccc1 (stereo not given),0.6,14.6,0.6,-6.3,-0.6,0.8,-4.0,8.8,0.5

# An excerpt from above in order of molar mass, lowest first:
SMILES,TNF death inh,PGE2 EP2 inh,FXIIa inh 1536,CHOP inhibitor,FXIa inh 1536,Wee1 degr inh,TbHK1 inh,PPC-1+TRAIL kill,zVAD death inh
c1ccc(OCc2nc3ccccc3s2)cc1,0.1,6.9,0.0,22.0,-4.3,-0.1,-2.8,12.2,-0.2
CCC(C(=O)Nc1ccsc1C(=O)OC)c1ccccc1 (stereo not given),-1.5,7.1,nt,43.4,-1.7,-0.5,-1.8,8.2,0.8
O=C(CCCOc1ccccc1)N1CCN(C(=O)c2ccco2)CC1,-3.6,11.2&8.8,10.3,-4.1,4.9,-1.2,1.6,11.0,-0.2

# Additional results
SMILES,TNF death inh,PGE2 EP2 inh,FXIIa inh 1536,CHOP inhibitor,FXIa inh 1536,Wee1 degr inh,TbHK1 inh,PPC-1+TRAIL kill,zVAD death inh
O=Cc1ccc(N2CCCC2)c([N+](=O)[O-])c1,-0.6,4.7,12.0,13.4,9.4,0.3,-27.3,6.7,-0.1
O=C1c2ccccc2C(=O)N1CCc1ccccn1,-0.1,9.6,10.9,-9.9,8.9,-3.2,0.2,7.1,0.2
COc1ccc(Cl)cc1NC(=S)NCCc1ccc(S(N)(=O)=O)cc1,-2.8,4.8,12.0,34.0,2.4,-0.2,6.8,5.1,0.2
CCC(CC)C(=O)Nc1ccc(S(=O)(=O)Nc2nccs2)cc1,-0.1,1.4,0.5,-26.4,0.1,-3.0,-6.4,7.2,0.1
COc1ccc(N(CC(=O)NCCC2=CCCCC2)S(C)(=O)=O)cc1OC,1.0,3.3,12.0,-9.7,2.0,3.5,-6.0,23.1,-0.8
COCc1cc(C)nc(OC)c1C(N)=O,1.1,4.9,18.5,-2.5,12.1,-0.3,12.5,18.1,0.1
N/C(Cc1ccc([N+](=O)[O-])cc1)=N\OC(=O)c1ccc([N+](=O)[O-])cc1,-0.7,nt,-4.5,-25.4,-7.9,-0.2,-7.2,-13.9,0.2
Cc1ccc(C(=O)NC2CCCCNC2=O)cc1 (stereo not given),2.8,6.2,2.9,-28.5,-2.7,4.7,-1.4,-0.4,1.1
CC(C)Sc1nnc([C@@H]2CCCN2C(=O)OC(C)(C)C)o1,-2.8,15.4,21.1,7.4,14.4,-0.3,-0.2,23.1,-0.3
O=C1CC(N2CCN(S(=O)(=O)c3ccc(Cl)cc3)CC2)C(=O)N1CCc1ccccc1 (stereo not given),-0.7,nt,11.2,29.8,6.3,-3.4,-3.9,2.7,-0.2
CCOC(=O)CC(NC(=O)c1ccccc1)c1ccc(OC)cc1 (stereo not given),5.7,9.2,12.2,26.6,4.5,1.6,0.4,6.6,1.6
Nc1ccccc1NC1=CC(=O)CC(c2ccco2)C1 (stereo not given),-0.4,18.0,34.8,-9.6,19.4,-2.4,-6.1,13.0,-0.1
Cc1ccc(CNC(=O)CS(=O)Cc2nc(-c3cccs3)oc2C)cc1 (stereo not given),0.3,9.7,2.9,12.7,-6.0,-0.8,-4.6,-9.2,1.4
O=C(O)c1ccccc1C(=O)Nc1n[nH]c(=S)s1,-2.0,11.4,17.3,15.7,1.4,-1.7,-4.4,6.5,-0.1
COc1cc(/C=C2\SC(=S)NC2=O)ccc1OS(=O)(=O)c1ccccc1,0.5,8.2,10.8,3.1,5.1,-3.0,33.7,14.0,2.1
O=C(c1ccc(-c2nnc(Nc3cccc(Cl)c3)c3ccccc23)cc1)N1C[C@H]2C[C@H](C1)c1cccc(=O)n1C2,-1.7,5.6,8.6,-2.5,-3.1,-1.3,-25.9,8.4,37.5
COc1ccc(C(=O)Nc2nncs2)c(OC)c1,-0.2,7.9,15.9,7.5,2.4,0.6,-0.2,21.1,2.2
COCCNC(=S)NCCc1ccc(Cl)cc1Cl,-3.9,8.6,3.5,-1.5,-3.9,-0.5,3.0,12.8,0.5
O=C(COc1ccccc1)N1CCN(S(=O)(=O)Cc2ccccc2)CC1,-2.1,9.6,18.1,-6.3,10.6,6.6,1.1,18.5,0.3
O=C(CN(CC1CCCO1)C(=O)CNS(=O)(=O)c1ccc(F)cc1)NCc1ccco1 (stereo not given),2.0,2.1,3.0,7.6,-2.9,0.6,0.3,-1.6,-0.8
COc1ccc(C=O)cc1COc1ccc(C)cc1[N+](=O)[O-],-14.7,10.1,-1.2,28.4,-2.3,1.1,2.4,19.7,0.8
CC1CCCCC1NC(=O)/C(C#N)=C/c1ccccc1F (stereo not given),-2.3,10.7,11.9,-10.0,0.3,1.1,-2.4,26.9,-0.4
Cc1ccc2cc(NC(=O)c3cccc(F)c3)ccc2n1,0.8,8.5,0.5,-3.2,-1.2,8.0,-12.6,4.7,1.8
CCC(CC)C(=O)Nc1cccc(S(=O)(=O)c2cccc(NC(=O)C(CC)CC)c2)c1,3.4,3.6,-6.8,23.5,1.0,3.1,-3.4,7.7,-0.6
O=C(C1CC1)N1CCN(c2nc3ccccc3s2)CC1,-5.8,11.9,12.6,0.0,4.8,0.9,-4.4,6.4,-0.2
O=c1[nH]c(NC2CCCCC2)nnc1Cc1ccccc1,2.4,7.5,9.8,-13.2,-5.7,-1.6,-7.8,14.3,0.3
CCN(C(=O)c1cn(C)c(=O)c2cc(OC)c(OC)cc12)c1cc(OC)ccc1OC,-0.2,23.0,16.2,-1.8,4.4,0.4,-11.8,3.3,-0.1
O=C(N/N=C/c1cccc(Oc2ccccc2)c1)c1cc[n+]([O-])cc1,-1.1,9.8,nt,-0.7,0.9,-0.3,-15.0,23.1,2.6
N#C/C(=C\c1ccc(N2CCOCC2)o1)C(=O)NC1CCCCC1,1.9,6.2,3.5,10.9,2.9,0.1,-9.2,0.2,1.6
COc1ccc(N2CCN(C(=O)C3COc4ccccc4O3)CC2)cc1 (stereo not given),-1.3,11.8,-6.2,21.9,-1.6,-0.7,-4.7,-24.7,-0.1
CN1CCC(OC(=O)c2ccc(Br)cc2)CC1,0.1,0.9,nt,nt,nt,0.6,4.5,nt,-0.2
COc1ccc(OC)c(S(=O)(=O)n2nc(-c3ccccc3)cc2N)c1,1.1,14.8,12.1,8.7,-5.4,-0.1,-0.8,-14.4,1.7
CC(=O)c1cc(F)c(N2CCN(C(=O)COc3ccccc3F)CC2)cc1C,0.1,11.4,15.8,16.7,6.6,-0.9,-1.3,10.1,-0.1
COc1cc(/C=N/NC(=O)CNC(=O)c2ccc3c(c2)OCCO3)ccc1O,-5.1,6.3,11.4,26.1,4.1,6.0,-24.7,nt,0.0
CCc1cc(C(=O)N2CCOCC2)c(NC2=NS(=O)(=O)c3ccccc32)s1,0.7,2.1&7.5,-6.7,-1.1,-5.3,-0.2,-9.0,6.0,0.9
CCOC(=O)C1=C(CSc2nc3c(cc2C#N)CCC3)OC(N)=C(C#N)C1c1ccccc1 (stereo not given),0.5,2.4,17.1,8.1,3.6,1.1,2.3,nt,1.9

# Record cards, from the list above. Values in the order: TNF death inh	PGE2 EP2 inh	FXIIa inh 1536	CHOP inhibitor	FXIa inh 1536	Wee1 degr inh	TbHK1 inh	PPC-1+TRAIL kill	zVAD death inh
# `COC(=O)COc1cccc(NC(=O)c2cc(OC)cc(OC)c2)c1` reads -0.2	5.8	10.5	5.8	-1.1	7.5	1.6	19.3	5.2
# `CC(C)Sc1nnc([C@@H]2CCCN2C(=O)OC(C)(C)C)o1` reads -2.8	15.4	21.1	7.4	14.4	-0.3	-0.2	23.1	-0.3

# A portion of the library; the hit share may differ from the screen's.
